Bioassay records deposited in PubChem by The Scripps Research Institute Molecular Screening Center.
M1 PAM parental: nonselective activator or artifact in parental CHO-K1 calcium assay; activation, % at 3 µM; actives 0.02% (n = 360,000); ATP EC20, Fluo-8 calcium fluorescence; 0% at ATP EC20, 100% at ATP max;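 active = activation above the run cutoff, the mean activation of all test compounds plus 3 SD, cut at about 40% in these data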;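 note: peak over basal fluorescence ratio in a 140 s read after ATP addition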
TAAR1 antag: antagonists of human TAAR1; Q96RJ0; CHO RD-HGA16 TAAR1, Fluo-8 calcium fluorescence, antagonist; inhibition, % at 3 µM; actives 1.5% (n = 360,000); AID 624466;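 active = inhibition above a per-plate cutoff, the mean inhibition of test compounds on that plate plus 3 SD, cut at about 49% in these data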;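 note: 0% = DMSO plus EC80 beta-PEA response and 100% = DMSO alone without agonist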
Target sequence (Q96RJ0 whole entry, looked up): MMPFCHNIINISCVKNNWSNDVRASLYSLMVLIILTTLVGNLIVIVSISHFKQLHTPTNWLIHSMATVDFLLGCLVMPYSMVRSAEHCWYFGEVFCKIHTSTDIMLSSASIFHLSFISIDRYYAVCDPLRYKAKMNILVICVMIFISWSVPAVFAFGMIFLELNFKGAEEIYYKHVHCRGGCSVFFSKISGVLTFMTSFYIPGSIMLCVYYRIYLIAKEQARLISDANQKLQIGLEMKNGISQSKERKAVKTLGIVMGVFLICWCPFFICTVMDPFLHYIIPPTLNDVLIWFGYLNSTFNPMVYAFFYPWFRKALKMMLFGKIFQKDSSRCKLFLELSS
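System: RD-HGA16 CHO cells with stable hTAAR1 and Gα16 | Probe or stimulus: EC80 β-phenethylamine stimulus | Dosing: 3 µM, single point | Times: Dye loading 75 min at 37 °C, then 30 min room temperature | Measured by: Fluo-8 calcium-sensitive fluorescence | Read-out basis: % inhibition of agonist calcium response | Replicates: n of 1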
M1 ag: agonists of human M1 muscarinic receptor; P11229; actives 0.33% (n = 360,000); activation, % at 3 µM; CHO-K1 hM1, Fluo-8 calcium fluorescence, agonist mode; 0% DMSO, 100% acetylcholine EC100; AID 588814;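 active = activation above the run's mean compound activation plus 3 SD, cut at about 16% in these data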;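 note: peak over basal fluorescence ratio within a 140 s kinetic read after compound addition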
Target sequence (P11229 whole entry, looked up): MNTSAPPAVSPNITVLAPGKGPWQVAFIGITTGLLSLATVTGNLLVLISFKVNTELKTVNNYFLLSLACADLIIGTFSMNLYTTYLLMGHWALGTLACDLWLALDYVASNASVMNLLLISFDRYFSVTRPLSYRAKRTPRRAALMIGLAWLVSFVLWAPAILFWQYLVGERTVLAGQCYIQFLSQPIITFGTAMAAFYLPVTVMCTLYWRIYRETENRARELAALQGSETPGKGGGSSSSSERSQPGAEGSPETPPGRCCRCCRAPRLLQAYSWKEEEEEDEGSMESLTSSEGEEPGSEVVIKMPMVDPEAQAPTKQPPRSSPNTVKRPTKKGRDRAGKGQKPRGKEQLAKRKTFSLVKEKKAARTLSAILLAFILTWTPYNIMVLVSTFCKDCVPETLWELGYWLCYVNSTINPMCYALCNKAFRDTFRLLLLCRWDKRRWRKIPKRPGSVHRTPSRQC
CHO-K1 Ca antag: nonselective inhibitor or artifact in parental CHO-K1 cells; inhibition, % at 3 µM; AID 602250; ATP-induced calcium, Fluo-8 fluorescence; actives 0.6% (n = 360,000);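 active = inhibition above a per-plate cutoff, the plate's mean sample inhibition plus 3 SD, cut at about 24% in these data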;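 note: 0% = DMSO plus EC80 ATP and 100% = DMSO alone without ATP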
CHO parental Ca: counter-screen: ATP calcium response change in parental CHO cells; parental CHO-K1, ATP-induced calcium, Fluo-8 fluorescence; inhibition, % at 5.6 µM; actives 0.63% (n = 330,000); AID 463079;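 active = inhibition above that plate's mean sample inhibition plus 3 SD, cut at about 26% in these data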;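 note: 0% = ATP-challenged DMSO wells and 100% = DMSO wells without ATP; some compounds past the cut are filed as inactive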
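Material: parental CHO cells / Compound: single nominal dose of 5.6 µM per compound / Signal: Fluo-8 fluorescence / Replicates: singlicate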
CHRM1 antagonist: human CHRM1 antagonism; P11229; CHO-K1 hM1, Fluo-8 calcium fluorescence, ACh EC80 antagonist; inhibition, % at 3 µM; actives 1.3% (n = 360,000);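 active = percent inhibition above its own plate's cutoff, namely the mean of that plate's compound wells plus 3 SD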;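 note: peak over basal fluorescence ratio during 140 s after agonist addition; 0% = ACh EC80 plus DMSO and 100% = DMSO alone without agonist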
CHO-K1 Ca ag: M1 agonist counterscreen hit in parental CHO-K1 cells | activation, % at 3 µM | Fluo-8 calcium fluorescence; scaled to maximal ATP response, vehicle zero | actives 0.48% (n = 360,000); in the data active = activation above about 15%;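 note: untransfected CHO-K1 host cells lacking M1 receptor as counterscreen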
TAAR1 agonist: agonists of human TAAR1; Q96RJ0; CHO RD-HGA16 TAAR1, Fluo-8 calcium fluorescence; vehicle wells 0%, saturating PEA agonist 100%; actives 0.99% (n = 360,000); AID 624467; activation, % at 3 µM;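 active = activation above the mean activation of all test compounds in the run plus 3 SD, cut at about 38% in these data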
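Test system: RD-HGA16 (CHO) cells co-expressing Gα16 and hTAAR1 / Benchmarks: DMSO vehicle as 0%, PEA at EC100 as 100% / Repeats: no replicates (n 1) / Measure: % activation from peak over basal fluorescence ratio, DMSO-to-PEA scaled / Timing: 17-24 h plating, Fluo-8 75 min 37 °C, 30 min RT / Technique: kinetic Fluo-8 calcium fluorescence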
M1 PAM: potentiates human M1 receptor response to acetylcholine. P11229. activation, % at 3 µM. CHO-K1 hM1, Fluo-8 calcium fluorescence, ACh EC20; 0% = ACh EC20, 100% = maximal ACh. actives 0.088% (n = 360,000); in the data active = activation above about 19%, passing the limit was not always enough
The depositor's hits bear a star; · = no result given.

1) CC(C)(C)c1ccc(O)c(O)c1
2) N#Cc1nc(COc2ccccc2Cl)oc1N1CCCCCC1
3) COc1ccc(NS(=O)(=O)c2ccc(NS(=O)(=O)c3ccc(SC)cc3)cc2)c(OC)c1
4) CCN(C(=O)Cc1c(C(=O)O)n(C)c2ccccc12)c1ccc(F)cc1
5) Cc1ccc(C(=O)NCC(=O)NCC(=O)OCC(=O)c2cccs2)cc1
6) COc1ccc(S(=O)(=O)Nc2cc(C)cc(C)n2)c2ccccc12
Compound	1	2	3	4	5	6
M1 PAM parental	6	7	14	3	10	-9
TAAR1 antag	4	-6	17	6	11	-17
M1 ag	-3	-8	2	-4	-7	-4
CHO-K1 Ca antag	-15	-2	-4	1	9	5
CHO parental Ca	-7	·	9	-4	-17	-1
CHRM1 antagonist	-13	-3	-6	14	-4	-7
CHO-K1 Ca ag	0.5	0.0	2.2	4.0	-0.2	-0.4
TAAR1 agonist	2	-1	20	12	-3	5
M1 PAM	6	4	8	-16	-1	7

7) COC(=O)Cc1ccc(NC(=S)NN2CCOCC2)cc1
8) Cc1ccc(S(=O)(=O)CCC(=O)OCc2nnc(-c3ccc([N+](=O)[O-])cc3)o2)cc1
9) c1ccc2c(c1)nnn2-c1ccncc1
10) CCn1c(=O)n(CC)c2cc(NC(=O)c3ccccc3Cl)ccc21
11) O=C(CCN1C(=O)c2ccccc2C1=O)N(CCO)Cc1ccccc1
12) CN(C(=O)Cn1cnc2sccc2c1=O)C1CCCCC1
Compound	7	8	9	10	11	12
M1 PAM parental	4	-8	19	18	7	19
TAAR1 antag	-5	-20	-3	-4	8	-11
M1 ag	-7	-2	-1	-2	-1	-3
CHO-K1 Ca antag	-6	-10	-14	-12	3	-18
CHO parental Ca	-1	·	·	-7	·	-11
CHRM1 antagonist	-7	2	-8	-9	101*	-8
CHO-K1 Ca ag	0.1	5.2	0.3	1.3	0.2	-0.2
TAAR1 agonist	2	0	1	-1	15	-1
M1 PAM	3	-5	6	6	-27	7

CHRM1 antagonist: hit marks shown above
item	canonical_smiles	TAAR1 antag	M1 ag	CHRM1 antagonist	TAAR1 agonist
11	O=C(CCN1C(=O)c2ccccc2C1=O)N(CCO)Cc1ccccc1	8	-1	101*	15

Further structures follow:
13) Cc1ccc(C(=O)NCc2cccnc2)cc1S(=O)(=O)Nc1ccccc1
14) CCn1c(Oc2ccccc2C)nc2c1c(=O)n(C)c(=O)n2C
15) COc1ccc(C(CNC(=O)CNC(=O)c2ccccc2Cl)N2CCCC2)cc1 (stereo not given)
16) O=C(O)Cn1c(=O)cnc2ccccc21
17) O=C(NCCCn1ccnc1)c1cn(Cc2ccc(F)cc2)nn1
18) O=C(COc1ccc(Cl)cc1)NNC(=O)CSc1nncs1
Compound	13	14	15	16	17	18
M1 PAM parental	8	7	8	-1	26	13
TAAR1 antag	-5	-5	-3	2	-4	2
M1 ag	-14	-2	-6	-4	-3	-6
CHO-K1 Ca antag	-4	-1	-5	12	-8	-17
CHO parental Ca	-29	·	-16	10	3	-6
CHRM1 antagonist	-5	0	-6	-1	-11	-10
CHO-K1 Ca ag	0.4	0.5	0.7	-0.4	0.5	1.4
TAAR1 agonist	1	-1	1	10	0	3
M1 PAM	4	0	5	2	9	11

19) Cc1cc(NC(=O)COC(=O)c2ccc([N+](=O)[O-])cc2Cl)no1
20) CC(=O)Nc1ccc(S(=O)(=O)NCCC(=O)OCC(=O)c2cccc(Br)c2)cc1
21) COc1ccc(C(CNC(=O)c2cccc(NS(=O)(=O)c3ccc(C)c(F)c3)c2)N2CCCC2)cc1 (stereo not given)
22) O=C(O)/C=C/C(=O)NCCC1=CCCCC1
23) COc1ccc(Br)c(C(=O)N2CCCC2(C)C(=O)NCC(C)C)c1 (stereo not given)
24) CCC(C)[C@H]1CNC(=O)C(=O)N1CCc1cccc2ccccc12 (stereo not given in full)
Compound	19	20	21	22	23	24
M1 PAM parental	-9	3	-20	12	-16	7
TAAR1 antag	-9	-5	-12	84*	-16	-26
M1 ag	1	2	-7	-5	0	·
CHO-K1 Ca antag	-3	-1	3	-12	27*	-13
CHO parental Ca	-3	·	-17	-12	·	·
CHRM1 antagonist	2	5	26	3	-1	·
CHO-K1 Ca ag	-0.4	6.0	1.2	0.0	-0.8	0.9
TAAR1 agonist	4	6	12	73*	2	1
M1 PAM	11	-5	-21	-2	16	·

Part of the list above, reformatted:
(22) O=C(O)/C=C/C(=O)NCCC1=CCCCC1
  M1 PAM parental: 12 | TAAR1 antag: 84* | M1 ag: -5 | CHO-K1 Ca antag: -12 | CHO parental Ca: -12 | CHRM1 antagonist: 3 | CHO-K1 Ca ag: 0.0 | TAAR1 agonist: 73* | M1 PAM: -2
(19) Cc1cc(NC(=O)COC(=O)c2ccc([N+](=O)[O-])cc2Cl)no1
  M1 PAM parental: -9 | TAAR1 antag: -9 | M1 ag: 1 | CHO-K1 Ca antag: -3 | CHO parental Ca: -3 | CHRM1 antagonist: 2 | CHO-K1 Ca ag: -0.4 | TAAR1 agonist: 4 | M1 PAM: 11

Other records.
25) Cc1cc(C)c2c(c1)cc(C)c1nnc(SCC(=O)Nc3ccccc3N3CCOCC3)n12
26) COc1ccc(-c2cnnn2-c2ccc(NC(=O)c3ccc(S(=O)(=O)N4CCCCC4)cc3)cc2)cc1OC
27) COC(=O)CN=Cc1c(C)[nH]n(-c2ccccc2)c1=O
28) Cc1cccc(Cn2c(NC3CCCC3)nc3c2c(=O)[nH]c(=O)n3C)c1
29) CN1C(=O)C(C)(C)c2cc(S(=O)(=O)N3CCCC3C(=O)NCc3ccccc3Cl)ccc21 (stereo not given)
30) Cc1nn(CC(=O)NCc2ccc(OC(C)C)cc2)c(=O)c2cc(-c3ccccc3)nn12
Compound	25	26	27	28	29	30
M1 PAM parental	8	1	-3	0	13	5
TAAR1 antag	-34	-56	-2	-2	-5	·
M1 ag	-6	-7	-6	-9	-5	-1
CHO-K1 Ca antag	2	-4	1	-5	-11	-5
CHO parental Ca	-25	9	2	·	-31	-5
CHRM1 antagonist	2	5	-4	19	-14	7
CHO-K1 Ca ag	-0.2	-0.7	-0.1	-0.1	0.1	-0.1
TAAR1 agonist	-1	0	0	1	3	·
M1 PAM	-1	-1	4	-20	4	-2

Single records, from the list above. Order of screens: M1 PAM parental	TAAR1 antag	M1 ag	CHO-K1 Ca antag	CHO parental Ca	CHRM1 antagonist	CHO-K1 Ca ag	TAAR1 agonist	M1 PAM
`Cc1nn(CC(=O)NCc2ccc(OC(C)C)cc2)c(=O)c2cc(-c3ccccc3)nn12` in the list: 5	·	-1	-5	-5	7	-0.1	·	-2
`Cc1cc(C)c2c(c1)cc(C)c1nnc(SCC(=O)Nc3ccccc3N3CCOCC3)n12` in the list: 8	-34	-6	2	-25	2	-0.2	-1	-1

Further entries follow.
31) CCc1cccc(Oc2nn[nH]n2)c1
32) Cc1cc(C(=O)OC(C)C(=O)NC2CCCCC2C)c2ccccc2n1 (stereo not given)
33) COc1ccc(S(=O)(=O)N2CCCCC2)cc1NC(=O)c1ccco1
34) COc1ccc(C2c3c(oc4ccccc4c3=O)C(=O)N2c2ccccn2)cc1OC (stereo not given)
35) FC(F)(F)c1ccc(Cl)c(-n2c(Cc3cccs3)n[nH]c2=S)c1
36) COC(=O)c1ccc(NC(=O)C2CCCO2)cc1 (stereo not given)
Compound	31	32	33	34	35	36
M1 PAM parental	21	11	7	5	5	13
TAAR1 antag	·	-14	-7	-9	-6	-11
M1 ag	-5	-4	-1	-2	0	-2
CHO-K1 Ca antag	-9	0	-8	5	-11	6
CHO parental Ca	-2	·	-1	-3	-15	9
CHRM1 antagonist	2	-14	-22	-2	-1	-7
CHO-K1 Ca ag	0.5	0.5	0.5	0.1	1.7	1.1
TAAR1 agonist	·	1	4	0	6	4
M1 PAM	2	9	17	5	0	7

The list goes on.
Each structure is followed by: M1 PAM parental | TAAR1 antag | M1 ag | CHO-K1 Ca antag | CHO parental Ca | CHRM1 antagonist | CHO-K1 Ca ag | TAAR1 agonist | M1 PAM
[37] Cc1ccc(NC2=NC(c3ccc(F)cc3)n3c(nc(C)cc3=O)N2)cc1 (stereo not given)
 : -22 | -8 | -4 | 2 | -15 | 19 | 0.4 | 1 | -4
[38] C=CCN(CC=C)C(=O)c1ccccc1NC(=O)c1ccccc1C
 : 15 | -14 | 0 | -4 | -12 | -43 | 0.5 | 7 | 5
[39] N#Cc1c(-c2ccccc2)cc(C2CC2)nc1SCC(=O)c1cccs1
 : 11 | 13 | -4 | -8 | · | -11 | 0.9 | 5 | 5
[40] CCOC(=O)/C(C#N)=C1/C=Nc2ccccc2N1
 : 13 | 9 | -4 | 1 | -4 | 3 | 1.0 | 4 | 10
[41] COc1ccccc1OCCNC(=O)C1CC(=O)N(Cc2ccccc2)C1 (stereo not given)
 : -18 | 7 | 0 | -3 | -12 | -2 | 0.4 | 1 | 1
[42] CCN(CC)C(=O)C1=C(C)N(Cc2ccc(F)cc2)C(=O)C(CC(=O)NC2CCCC2)C1 (stereo not given)
 : -2 | 8 | -3 | -7 | · | -3 | 0.1 | 1 | -1
[43] O=C(O)/C=C/C(=O)NC1CCC(CC2CCC(NC(=O)/C=C/C(=O)O)CC2)CC1 (stereo not given)
 : 22 | -8 | -15 | -13 | -8 | -6 | 1.6 | 9 | 7
[44] CN(CC(=O)NCCc1ccccc1)S(=O)(=O)c1cccc2nsnc12
 : 10 | -4 | -3 | -7 | -14 | -8 | 2.2 | 5 | 5
[45] COc1cc2oc(=O)ccc2cc1[C@H](O)[C@@H](O)C(C)(C)O
 : 15 | -8 | 1 | -15 | -4 | -4 | 0.6 | 3 | -2
[46] COc1cccc(CCNC(=O)CCc2nnc(-c3cc(C)oc3C)o2)c1
 : 9 | -25 | -3 | -6 | -20 | -10 | 0.1 | -2 | 10
[47] Cc1cccc(N2CC(O)(c3cccs3)[N+]3=C2CCCC3)c1 (stereo not given)
 : -15 | -21 | -4 | 1 | 5 | 14 | 0.0 | 3 | -5
[48] Cc1ccnc(SCCn2c(N3CC(C)OC(C)C3)nc3c2c(=O)n(C)c(=O)n3C)n1 (stereo not given)
 : 0 | -4 | 0 | 8 | -3 | -1 | 0.9 | 0 | 1
[49] CC(CCn1cccn1)NC(=O)c1cc(COc2ccc(F)cc2F)on1 (stereo not given)
 : 3 | -4 | -12 | -7 | -10 | -1 | 0.3 | 13 | 2
[50] O=C(OCC(=O)N(CCc1ccccc1)Cc1ccccc1)c1cccc(O)c1
 : 9 | 19 | -3 | -1 | 4 | -2 | 1.3 | -2 | 2
[51] O=c1cc(N2CCOCC2)[nH]c(=O)n1-c1ccc(Br)cc1
 : -2 | 11 | -1 | 5 | 1 | -3 | -0.1 | 1 | 6
